# From PubChem BioAssay
# CCT chaperon mod: High-Throughput Screening for Modulators of Cytosolic Chaperonin Activity. purified chaperonin ATPase assay, HTRF ADP detection, 30 min. activity change, % (concentration not given with the values), hits read low. 360,000 tested, 0.3% active; in the data active means activity change below about -30%; further: on the % scale 0 is the no-effect control and ±100 the full control effect
#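 We incubate TRiC, 40 or 20 nM final, with library compounds at 76 uM and 10 uM ATP for 30 min at 37 °C. ADP formed is detected with Transcreener HTRF reagents after 30 min at room temperature.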
# Mm-Cpn inhibitor: Inhibitors of TCP-1 ring complex (TRiC) of Methanococcus maripaludis (MmCpn): qHTS. Chaperonin Mm-Cpn (Methanococcus maripaludis). purified Mm-Cpn ATPase, ADP Transcreener TR-FRET. AID 504842, 2011. 330,000 tested, 0.031% active. Potency, µM (top dose mostly 76.9 µM), for the others: at the top dose activity, negative = inhibition, actives largely listed as inhibitors; further: potency means the concentration at half of the fitted maximal effect; on the % scale 0 is the no-effect control and ±100 the full control effect; nearly all actives have a fitted effect of over 80% in size
#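 Eu-cryptate anti-ADP/ADP-d2 competition gives a ratio inversely related to ADP. Enzyme at 25 nM was pre-exposed to compound for 10 min, then given 10 uM ATP for 30 min, 37°C throughout.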
# Nrf2 activator: qHTS of Nrf2 Activators; AREc32 ARE-luciferase reporter (MCF7-derived line), luminescence, 24 h; Potency, µM (series often up to 46.1 µM), for the others: top-dose activation, actives largely listed as activators; 410,000 tested, 0.31% active; further: potency means the concentration at half of the fitted maximal effect; % of control where 0% means no effect; nearly all actives have a fitted effect of over 65% in size
#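 AREc32 cells carrying an ARE-driven firefly luciferase reporter were seeded at 1000 cells/well in OPTI-MEM with 5% FBS, then exposed to compound for 24 hr at 37 deg C. Luminescence was read with Steady-Glo after 30 min at RT.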
# HepG2 viability: qHTS for Inhibitors of TGF-b: Cytotox Counterscreen; HepG2 CAGA-GFP viability, ATP luminescence, 18 h; Potency, µM (series often up to 46.1 µM), inactives show at the top dose activity change, negative = cytotoxicity, hits mostly cytotoxic; 410,000 tested, 0.76% active; further: potency means the concentration at half of the fitted maximal effect; some results filed as inactive show a strong effect at the top dose
#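 CellTiter-Glo luminescence gave cytotoxicity after 18 hours at 37 degrees C. The cells were HepG2 CAGA-GFP in 1% FBS DMEM, stimulated with 500 pg/mL TGF-beta after compound addition. %Activity was normalised to no-cell wells (complete cell-killing) and DMSO (no toxicity), and curves were fitted and classified.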
# pAkt inh: HTS Assay for Inhibitors of Akt Phophorylation: Primary Screen; Neuro2A IGF-stimulated pAkt S473 HTRF, 20 min; hits give low values; 360,000 tested, 0.32% active; AID 651550, 2012; activity change, % for hits at 50 µM; in the data active means activity change below about -80%; inconclusive means mostly about -51% to -80%; further: on the % scale 0 is the no-effect control and ±100 the full control effect
#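 Neuro2A cells (4,500/well, DMEM with 0.5% FBS) were treated with compound at a single 50 µM final concentration, stimulated with 6 nM IGF for 20 min at 37 °C, and lysed. Phospho-Akt Ser473 was read by HTRF as 665/615 ratio ×10^4.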
# Nrf2 inh: Nrf2 qHTS screen for inhibitors; A549 ARE-Fluc reporter, luciferase luminescence, 18-24 h; Potency, µM (top dose mostly 46 µM), without a hit: at the highest dose activity change, negative = inhibition, hits mostly inhibitors; 360,000 tested, 2.1% active; further: potency means the concentration at half of the fitted maximal effect; on the % scale 0 is the no-effect control and ±100 the full control effect; nearly all actives have a fitted effect of over 60% in size
#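 Concentration-response testing used A549 ARE_Fluc cells at 5000 cells/well. Following an 18-24 h compound incubation, viability was read by fluorescence (Ex 405/Em 525) and luciferase output by luminescence.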
# ATXN viability: Viability Counterscreen for Primary qHTS for Inhibitors of ATXN expression. S2 cells (HEK-293 line with an ATXN2-luciferase reporter) viability, CellTiter-Fluor protease fluorescence, 24 h. 400,000 tested, 0.49% active. Potency, µM (top dose mostly 56.7 µM), usual class: cytotoxic. AID 651635, 2014; further: potency means the concentration at half of the fitted maximal effect; nearly all actives have a fitted effect of over 40% in size
# A549 viability: Nrf2 qHTS screen for inhibitors: counterscreen for cytotoxicity. A549 ARE-Fluc cells, CellTiter-Fluor viability, 18-24 h. Potency, µM (top dose mostly 46 µM), without a hit: top-dose activity change, negative = cytotoxicity, most hits filed as inhibitors. 390,000 tested, 0.16% active. AID 504648, 2011; further: potency means the concentration at half of the fitted maximal effect; on the % scale 0 is the no-effect control and ±100 the full control effect
#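 Cytotoxicity counterscreen: CellTiter-Fluor fluorescence was measured in A549 ARE_Fluc cells after 18-24 h of compound exposure in a concentration series. The subsequent BugLite luminescent read reports ARE-luciferase activity.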
# TGFb inhibitor: qHTS for Inhibitors of TGF-b; HepG2 CAGA-GFP TGF-b/SMAD3 reporter, GFP fluorescence, 18 h; TGF-beta stimulated, 500 pg/mL final; Potency, µM (series often up to 46.1 µM), without a hit: at the top dose activity, negative = inhibition, actives largely listed as inhibitors; 410,000 tested, 1.2% active; AID 588855, 2011; further: potency means the concentration at half of the fitted maximal effect; on the % scale 0 is the no-effect control and ±100 the full control effect; nearly all actives have a fitted effect of over 65% in size
#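 HEPG2 CAGA-GFP reporter cells (1000/well, DMEM with 1% FBS) received compounds, then recombinant TGF-beta at 500 pg/mL final for 18 hours at 37 degrees C. Per-cell GFP summed per well was normalised to unstimulated and stimulated DMSO controls before curve fitting.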
# An asterisk follows results filed as active; i = inactive; ? = inconclusive; . = no result given; & = joins results of further samples; [ ] = remark or other dose. Unless noted, the call rests on the fitted dose curve; in most records, active means well fitted curve in the direction sought with a large enough effect; inconclusive means small, poorly fitted or top-dose-only effect, or another doubt; inactive means no such curve, though single readings can be large; an effect the other way counts as inactive or inconclusive.
SMILES,CCT chaperon mod,Mm-Cpn inhibitor,Nrf2 activator,HepG2 viability,pAkt inh,Nrf2 inh,ATXN viability,A549 viability,TGFb inhibitor
CN(C)S(=O)(=O)c1ccc(C(=O)NCCOc2ccc(F)cc2)cc1,-1.4,1%,0.9%,5%,i,?,i,6%,10%
N#Cc1ccc(CSc2nnc3[nH]c(=O)cc(N)n23)cc1,-4.7,0%,2.6%,0%,i,-7%,i,4%,-2%
Cc1nnc(NC(=O)CSc2nc(C(C)C)nc3sc(C)c(C)c23)s1,-2.5,-3%,-0.4%,-3%,i,-30%,i,-4%,4%
Cc1nc(C(=O)NNC(=O)Nc2ccc(Cl)cc2)cs1,-0.2,1%,-0.9%,-7%,i,3%,i,-2%,14%
NC(=O)c1ccc(N2CCN(c3ccccc3O)CC2)c([N+](=O)[O-])c1,0.3,0%,1.7%,2%,i,-5%,i,1%,-11%
COC(=O)[C@@]1(Sc2ccc(C)cc2)CC(=O)N(C(=O)CCc2ccccc2)[C@@H]1c1ccccc1,-0.9,.,8.5%,.,i,.,i,.,.
CCCCCCn1c(=O)n2n(c1=O)[C@@H]1CN(S(=O)(=O)c3ccc(C)cc3)C[C@]1(O)[C@@H](OC(=O)Nc1c(C)noc1C)C2,-2.0,.,2.3%,-14%,i,.,i,.,-20%
COc1ccc(-c2nnc(SCC(=O)N3CCCC3)o2)cc1,-2.6,2%,-0.3%,0%,i,?,?,-15%,-3%
COc1cccc(/C=C2\C(=O)C(=O)c3ccccc32)c1,-2.2,-4%,6.4%,-24%,i,.,i,-6%,166%[activator]
Cc1nnc(SCc2ccccc2)nc1/C=C/NOCc1ccc(Cl)cc1Cl,-2.1,1%,0.6%,4%,i,.,i,0%,10%
Cc1ccc(C)c(N2CCN(C(=O)CCc3nc(-c4ccc(Br)cc4)no3)CC2)c1,1.6,0%,3.8%,-23%,i,?,i,8%,?
N/C(=N\OC(=O)CSc1ccccc1)c1ccncc1,-1.2,4%,-0.3%,-7%,i,?,i,-1%,8%
COC(=O)CNC(c1ccccc1)c1cc(Cl)ccc1NC(=O)c1cccc(Cl)c1 (stereo unspecified),-0.8,-4%,2.9%,9%,i,8%,i,-4%,5%
CCc1nnc(NC(=O)Nc2ccccc2OC)s1,-1.8,-2%,5.7%,-22%,i,4%,i,-9%,-5%
CCC1CCCCN1CCNC(=O)C1CCN(S(=O)(=O)c2cccc3nsnc23)CC1 (stereo unspecified),-74*,0%,-0.3%,8%,.,0%,i,-2%,-1%

# 4 records drawn at random from the list so far, as already listed:
SMILES,CCT chaperon mod,Mm-Cpn inhibitor,Nrf2 activator,HepG2 viability,pAkt inh,Nrf2 inh,ATXN viability,A549 viability,TGFb inhibitor
CCC1CCCCN1CCNC(=O)C1CCN(S(=O)(=O)c2cccc3nsnc23)CC1 (stereo unspecified),-74*,0%,-0.3%,8%,.,0%,i,-2%,-1%
N/C(=N\OC(=O)CSc1ccccc1)c1ccncc1,-1.2,4%,-0.3%,-7%,i,?,i,-1%,8%
N#Cc1ccc(CSc2nnc3[nH]c(=O)cc(N)n23)cc1,-4.7,0%,2.6%,0%,i,-7%,i,4%,-2%
Cc1nnc(NC(=O)CSc2nc(C(C)C)nc3sc(C)c(C)c23)s1,-2.5,-3%,-0.4%,-3%,i,-30%,i,-4%,4%

# The list continues:
SMILES,CCT chaperon mod,Mm-Cpn inhibitor,Nrf2 activator,HepG2 viability,pAkt inh,Nrf2 inh,ATXN viability,A549 viability,TGFb inhibitor
Cc1ccc(NC(=O)c2ccc(OC(=S)N3CCOCC3)cc2)cc1,-0.7,1%,0.6%,-6%,i,-11%,?,-14%,-15%
CCOc1ccc(C(=O)Nc2ccc(S(=O)(=O)NCC3CCCO3)cc2)cc1OCC (stereo unspecified),-3.5,-5%,-0.5%,-38%,i,-18%,i,1%,?
Cc1cc(C)cc(C(=O)NCC(=O)OCC(=O)NC2CC2)c1,-0.7,-7%,0.1%,-5%,i,-2%,i,-6%,3%
COc1ccc(N2CCN(c3nc4c(C)cccn4c(=O)c3/C=C(\C#N)C(N)=O)CC2)cc1,-1.9,-2%,3.7%,-16%,i,?,i,?,-19%
c1ccc(-c2csc(Nc3ncccn3)n2)cc1,1.4,2%,4.2%,7%,i,?,i,-2%,-4%
CCCCOc1ccc(C(=O)N2CCNC(=O)C2)cc1,-0.3,-5%,-0.9%,1%,i,19%,i,-17%,-3%
CCOc1ccc(NC(=O)C(=O)NCCc2sc(-c3ccc(C)cc3)nc2C)cc1,.,.,-0.8%,-7%,.,.,i,2%,1%
CCn1cc(NC(=O)Nc2ccc(OC)c(OC)c2)c(C(N)=O)n1,0.4,1%,-0.5%,0%,i,4%,i,-8%,-26%
CCOC(=O)Cn1nc(C)n(-c2ccc(C(C)(C)C)cc2)c1=O,-1.4,-1%,-0.2%,8%,i,1%,i,0%,-25%
CCCCN(C)CCn1c(=S)[nH]c2ncccc2c1=O,-0.8,-1%,-0.3%,12%,i,3%,i,4%,30%
Cc1[nH]nc2ncc(C(=O)c3cc(Cl)cc(Cl)c3O)cc12,-7.7,0%,2.8%,-1%,i,5%,i,2%,-4%
CCCNC(=O)N1[C@H](c2cccs2)[C@@H](C)C(=O)[C@@H](C)[C@@H]1c1cccs1,.,.,-0.2%,0%,.,?,i,?,-6%
O=C1[C@@H]2[C@H](C(=O)N1CC(O)COCc1ccccc1)C1C=C[C@H]2C1 (stereo partly specified),1.3,.,-0.5%,-2%,i,10%,i,?,0%
Cc1ccc(C(=O)CSc2nnc(Cn3nnc4ccccc43)n2C)cc1,0.5,1%,-0.2%,-14%,i,?,i,2%,-29%
COc1ccc(Cl)cc1NC(=O)c1cc2ccc3ccc(C)[nH]c3c2n1,.,.,1.0%,-27%,.,?,i,-6%,?
O=c1c2sc3ccccc3c2n(Cc2ccccc2F)c(=O)n1-c1ccccc1Cl,.,.,-0.2%,4%,.,12%,?,0%,0%
CCNC(=S)N1CCN(C(=O)C(Cc2ccccc2)NC(C)=O)CC1 (stereo unspecified),-0.5,-2%,0.1%,-4%,i,13%,i,10%,-5%
CC(=NNC(=O)c1ccncc1)c1ccc(Cl)cc1Cl,-2.5,.,-0.2%,2%,i,16%,i,2%,-7%
COc1ccc(N2CCN(CCS(=O)(=O)c3cc(Cl)ccc3Cl)CC2)cc1,0.6,1%,22%,-8%,i,-24%,i,-4%,?
Cc1ccc(NC(=O)C2CCCN(S(=O)(=O)c3ccc4[nH]c(=O)ccc4c3)C2)nc1 (stereo unspecified),0.4,-4%,-0.7%,0%,i,-3%,i,-3%,1%
CSc1nsc(SCC(=O)Nc2cccc(NC(C)=O)c2)n1,0.4,1%,7.1%,0%,i,16%,i,0%,1%
O=C(Cc1ccccc1)Nc1nc(-c2cccs2)cs1,-2.8,-4%,5.6%,-22%,i,-19%,i,-4%,-1%
CCN=C1SC(C(=O)NCCc2ccccc2)CC(=O)N1CC (stereo unspecified),0.4,2%,-0.2%,-10%,i,4%,?,-7%,6%
CCS(=O)(=O)n1nc(-c2cccnc2)nc1NCc1ccc(F)cc1,-0.5,0%,0.4%,1%,i,-30%,i,-6%,8%
Nc1nnc(CC(=O)N/N=C/c2ccc(-c3cccc(C(=O)O)c3)o2)s1,1.3,1%,4.3%,9%,i,2%,i,-5%,0%
Cc1ccc(NC(=O)c2c([N+](=O)[O-])c(C(C)(C)C)nn2C)c(C)c1,0.7,1%,0.3%,1%,i,4%,i,8%,-10%
C/C(=N\NC(N)=S)C1=CCC2C3CC[C@H]4CC(O)CC[C@]4(C)C3CC[C@]12C (stereo partly specified),-2.0,0%,3.9%,-37%,i,?,4.5µM*,-6%,?
CCCOc1ccc(C(=O)CCC(=O)NNC(=O)c2cccs2)cc1,0.0,0%,-1.3%,-2%,i,5%,i,-4%,8%
Cc1cc(CNC(=O)CC2C(=O)NCCN2CC(C)(C)C)nn1C (stereo unspecified),-1.7,7%,-0.1%,13%,i,1%,i,13%,13%
COc1ccc(-c2[nH]ncc2CNC(C)CCn2cccn2)cc1F (stereo unspecified),-0.2,0%,2.5%,-1%,i,-5%,i,1%,3%
Cc1nnc(Nc2ccc(F)cc2)c2ccccc12,-0.9,0%,3.5%,5%,i,10%,i,-11%,1%
CCn1cc(C(=O)N(C)Cc2ccccc2)c(=O)c2cc(S(=O)(=O)N3CCCCC3)ccc21,.,.,0.0%,4%,.,-3%,i,11%,?
CCS(=O)(=O)Nc1cccc(C2=NN(C(=O)c3ccco3)C(c3ccco3)C2)c1 (stereo unspecified),-0.2,-1%,2.5%,-21%,i,?,?,2%,-5%
CC(C)[C@@H](COc1ccccc1)N1CCN(Cc2ccccc2)CCC1=O,0.0,2%,-0.8%,-27%&-7%,i,-11%,i,0%,0%&-17%
Cc1cc2c(Nc3ccccc3O)ncnc2s1,3.0,.,11µM*,-58%,i,.,i,.,-2%
CCCN(c1ccccc1F)S(=O)(=O)c1cc(-c2cc(C)no2)ccc1C,.,.,0.4%,-21%,.,?,.,-1%,?
O=C(Nc1ccc(F)cc1F)c1cc(-c2ccco2)nc2ccccc12,-1.0,-6%,?,2%,i,-12%,i,0%,-23%
COC(=O)c1ccccc1NC(=O)CSc1nc(O)cc(=O)n1C1CCCC1,-1.9,-5%,3.0%,-1%,i,-1%,i,1%,9%
Oc1c(C(c2ccc(Cl)cc2Cl)N2CCCC2)sc2nc(-c3ccco3)nn12 (stereo unspecified),.,.,-0.3%,-3%,.,.,i,0%,13%

# No enrichment for hits (roughly 4.4% active in at least one column).
